M5 ag – agonists of human muscarinic M5 receptor (CHRM5) | P08912 | AID 624037 | activation, % at 3 µM | CHO-K1 hM5 cells, Fluo-8 calcium fluorescence; 0% DMSO wells, 100% maximal acetylcholine response | 360,000 compounds, 0.19% hits;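 active = activation above the run's mean over test compounds plus 3 SD, cut at about 23% in these data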;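 note: signal is peak over basal fluorescence ratio across the kinetic read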
Target sequence (P08912 whole entry, looked up): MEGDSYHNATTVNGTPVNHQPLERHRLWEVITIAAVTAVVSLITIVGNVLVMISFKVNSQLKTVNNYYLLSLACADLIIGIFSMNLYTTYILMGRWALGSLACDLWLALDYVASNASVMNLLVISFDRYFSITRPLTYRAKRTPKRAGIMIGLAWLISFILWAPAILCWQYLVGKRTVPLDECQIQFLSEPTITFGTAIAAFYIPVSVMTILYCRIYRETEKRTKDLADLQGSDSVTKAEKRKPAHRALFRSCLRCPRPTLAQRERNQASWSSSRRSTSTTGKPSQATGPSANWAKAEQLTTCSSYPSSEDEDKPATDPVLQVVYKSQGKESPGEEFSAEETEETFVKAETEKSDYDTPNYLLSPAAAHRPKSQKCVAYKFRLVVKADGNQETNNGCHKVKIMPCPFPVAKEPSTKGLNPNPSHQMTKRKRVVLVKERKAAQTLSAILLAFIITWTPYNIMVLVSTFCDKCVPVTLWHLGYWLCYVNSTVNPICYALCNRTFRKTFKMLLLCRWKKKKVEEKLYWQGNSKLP
M4 antag – CHRM4 antagonism in calcium assay. 360,000 compounds, 0.73% hits. inhibition, % at 3 µM. P08173. CHO-hM4 cells, ACh EC80, Fluo-8 calcium fluorescence;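 active = inhibition above its plate's cutoff, the mean inhibition of sample wells plus 3 SD, cut at about 27% in these data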;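 note: 0% = acetylcholine EC80 with DMSO and 100% = DMSO without agonist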
CRFBP-R2 block – antagonists of CRF-binding protein/CRF-R2 receptor complex; inhibition, % at 11.8 µM; HEK293 CRF-R2/CRF-BP, CRF-induced calcium fluorescence; 350,000 compounds, 0.59% hits;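 active = inhibition of the ligand-induced calcium signal above about 50% at the single tested concentration, limit read from the data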
M4 PAM – CHRM4 positive allosteric modulation. CHO-K1 hM4/Gqi5, Fluo-8 calcium fluorescence, ACh EC20; 0% = ACh EC20, 100% = maximal ACh. activation, % at 3 µM. 360,000 compounds, 0.4% hits. AID 624126;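 active = activation above its plate's cutoff, the mean activation of sample wells plus 3 SD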; note: some results filed as inactive read as strong as hits
CRFBP-R2 agonist – CRF-BP/CRF-R2 complex agonism. activation, % at 13.2 µM. 350,000 compounds, 0.46% hits. HEK293 CRF-R2/CRF-BP, calcium dye fluorescence (FLIPR); percent of saturating CRF peptide response. AID 588473;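 active = activation of at least 50%, plus an integration ratio under a set limit after plate pattern correction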;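 note: plate controls were neutral control wells without compound for no effect and CRF at EC100 for full effect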
M5 antag – antagonists of human muscarinic M5 receptor (CHRM5) | 360,000 compounds, 0.59% hits | inhibition, % at 3 µM | CHO-hM5 cells, Fluo-8 calcium fluorescence, ACh EC80 | AID 624040 | P08912;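 active = inhibition above a per-plate cutoff, the mean of that plate's test compounds plus 3 SD, cut at about 27% in these data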;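 note: 0% = acetylcholine EC80 with DMSO and 100% = DMSO without agonist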
CHRM5 PAM – CHRM5 positive allosteric modulation; CHO-K1 hM5, Fluo-8 calcium, ACh EC20 PAM; 0% = ACh EC20, 100% = ACh EC100; activation, % at 3 µM; 360,000 compounds, 0.3% hits;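 active = activation above the run cutoff, the mean activation of all test compounds plus 3 SD, cut at about 18% in these data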
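Measured by: Fluo-8 calcium fluorescence; material: human M5 receptor in CHO-K1 cells; schedule: Post-acetylcholine fluorescence recording 140 s; benchmarks: low control EC20 acetylcholine (0%), high control EC100 acetylcholine (100%); read-out: Max/basal fluorescence ratio as % of EC20–EC100 ACh window; compound: single dose, 3 µM nominal final test concentration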
M4 ag – CHRM4 agonism in calcium assay. P08173. CHO-K1 hM4/Gqi5, Fluo-8 calcium fluorescence; vehicle 0%, full acetylcholine response 100%. activation, % at 3 µM. 360,000 compounds, 0.14% hits. AID 624127;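 active = activation above the run mean over all test wells plus 3 SD, cut at about 32% in these data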;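 note: peak over basal fluorescence ratio per well then scaled between controls; 0% = DMSO wells and 100% = acetylcholine at EC100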
M1 PAM – human CHRM1 positive allosteric modulation. 360,000 compounds, 0.088% hits. activation, % at 3 µM. AID 588819. CHO-K1 hM1, Fluo-8 calcium fluorescence, ACh EC20; 0% = ACh EC20, 100% = maximal ACh; in the data active = activation above about 19%, passing the limit was not always enough
Target sequence (P11229 whole entry, looked up): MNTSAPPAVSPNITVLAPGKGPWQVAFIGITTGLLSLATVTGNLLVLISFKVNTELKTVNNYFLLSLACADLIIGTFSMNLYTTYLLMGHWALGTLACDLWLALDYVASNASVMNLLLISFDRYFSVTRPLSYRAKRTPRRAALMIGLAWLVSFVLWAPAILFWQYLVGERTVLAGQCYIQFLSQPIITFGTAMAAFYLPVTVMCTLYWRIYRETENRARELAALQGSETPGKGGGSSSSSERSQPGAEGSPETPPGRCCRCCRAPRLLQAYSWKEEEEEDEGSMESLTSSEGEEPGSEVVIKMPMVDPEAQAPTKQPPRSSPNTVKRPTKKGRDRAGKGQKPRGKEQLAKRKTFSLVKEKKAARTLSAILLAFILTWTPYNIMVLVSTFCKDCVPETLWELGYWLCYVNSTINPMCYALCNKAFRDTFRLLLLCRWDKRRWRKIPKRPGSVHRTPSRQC
Active calls of the source: *; x = not tested or not shown.

SMILES	M5 ag	M4 antag	CRFBP-R2 block	M4 PAM	CRFBP-R2 agonist	M5 antag	CHRM5 PAM	M4 ag	M1 PAM
Cc1ccnc2nc(NC(=O)c3ccco3)nn12	0	-5	-7	5	0.2	-12	3	1	6
Cc1ccc(N(Cc2cc(=O)[nH]c3ccccc23)C(=O)CCl)cc1	-1	16	-11	-11	0.7	4	-8	0	-28
CC(C)CC1(C)NC(=O)N(Cc2cc([N+](=O)[O-])cc3c2OCOC3)C1=O (configuration not stated)	2	3	-10	12	-1.3	-6	2	1	0
O=C(NCCOc1ccccc1)c1ccccc1[N+](=O)[O-]	1	-12	10	1	-0.8	5	6	1	2
O=S(=O)(O)c1cccnc1SCc1ccccc1	3	-2	2	-2	-0.5	-13	13	1	25
Clc1ccc(-c2nnc(NCCN3CCCC3)c3ccccc23)cc1	-6	-6	-5	-3	-1.8	11	0	2	-6
COc1ccc(NC(=O)N2C[C@H]3CON(C)[C@H]3C[C@H]2c2ccc(N3CCCCC3)cc2)cc1	-2	2	x	-3	x	-3	3	0	-2
CC(=O)Nc1ccc(NC(=O)c2cc(-c3ccccc3)nc3ccccc23)cc1	5	-1	3	-10	0.7	14	-19	12	-2
O=[N+]([O-])c1cc2oc3c(c2c(C=NCc2ccccc2)c1O)CCCC3	-1	35*	-61	14	3.5	3	7	1	4
C1CCC(c2nn3c(-c4n[nH]c5c4CCC5)nnc3s2)CC1	-4	5	2	4	-0.5	12	0	0	1
O=C1c2ccccc2[C@@H]2C[C@@H](O)[C@H](Nc3cccc4ccccc34)CCN12	0	-2	5	-7	-2.0	9	-9	2	-14
COc1cccc(N/C=C/c2onc(C)c2[N+](=O)[O-])c1	-1	-3	-1	-6	-0.5	-10	-2	0	2
O=C1CCC(C(=O)N(CCO)Cc2ccccc2)CN1CCCN1CCOCC1 (configuration not stated)	-1	-1	15	-1	0.9	-12	7	0	0
N#Cc1cc2c(nc1SCC(=O)Nc1sc3c(c1C#N)CCC3)CCCCCC2	-9	3	1	1	6.4	1	9	0	6
COc1cc2c(cc1NS(=O)(=O)N1CCCCC1)oc1ccccc12	-2	2	-44	-3	-3.0	-2	1	0	-4
CC(=O)N1CCN(CCN2C(C)=CC(=C(C#N)C#N)C=C2C)CC1	0	-8	4	5	-0.2	-3	15	0	17
Cc1cccc(C(=O)Nc2cc(=O)n(C)c(=O)n2C)c1	1	8	3	2	-1.5	2	-3	0	7
CC(C)COc1cc(=O)[nH]c(SCC(C)C)n1	-10	4	4	2	5.0	5	0	-1	5
CCCCc1c(C)[nH]c(=S)[nH]c1=O	-2	-16	3	11	0.2	-3	-1	1	-4
CNC(=O)COc1ccc(C=O)cc1OC	3	5	2	-3	-1.3	0	-2	1	8
CN(/N=C/c1ccc(N(C)C)cc1)C1=NS(=O)(=O)c2ccccc21	-2	-3	-9	0	22	-3	4	2	16
COc1ccc(C)cc1N(C(=O)c1ccccc1)c1nc2ccccc2s1	-7	6	29	-9	1.3	-3	-5	-2	-6
Cc1nc2c(OCCOc3ccccc3)cccn2c1N(C)C(=O)CCC1CCCC1	-1	-9	x	-1	x	3	-7	10	-3
CC(Sc1nnnn1C1CC1)C(=O)N1c2ccccc2NC(=O)C1(C)C (configuration not stated)	0	12	-4	-1	1.3	10	-13	15	-3
CCOc1ccc(-c2c(C(=O)N/N=C(\C)c3ccccc3OC)nnn2-c2nonc2N)cc1	-2	-5	-3	-4	0.2	11	-5	7	8
CCOc1ccc(CNC(=O)CCCc2cn(C)c3ccccc23)cc1	-8	-8	8	1	-0.6	3	-1	-1	9
CN(CC(=O)Nc1n[nH]c(=S)s1)S(=O)(=O)c1cccc2cccnc12	-2	6	5	-2	-0.8	11	-1	2	10
CC(C)[C@H](NC(N)=O)C(=O)NNC(=O)COc1cccc(C(F)(F)F)c1	0	1	3	-8	1.5	0	3	0	5
COc1cc(C(=O)Nc2ccc(S(=O)(=O)N3CCCCC3)cc2)ccc1OCC(=O)N1CCOCC1	1	-8	11	9	-3.4	9	1	1	3
CN(Cc1ccccc1)C(=O)c1nc[nH]c1C(=O)N(C)Cc1ccccc1	-2	-9	3	-2	-0.8	9	1	1	5
Cc1ccc2c(CN3CCN(Cc4ccccc4)CC3)cc(=O)oc2c1	-5	3	-8	-7	2.1	8	-9	3	0
CCN(CC)C(=O)c1cn(C)c(=O)c2cc(OC)c(OC)cc12	-2	-2	-6	11	13	0	-3	1	10
Cc1ccc(S(=O)(=O)N2CCCCC2CCNC(=O)C(=O)NCc2ccncc2)cc1 (configuration not stated)	-9	-5	-7	-7	-2.0	2	4	3	2
Cc1c(NC=C(C#N)C#N)c(=O)n(-c2ccccc2)n1C	-1	-6	-1	6	2.7	-1	-6	2	5
CCCCc1nc(NCCNC(=O)c2ccccc2)c(C#N)c2c1CSC(C)(C)C2	-3	-15	-3	-4	1.9	3	-12	8	-5
O=C(NCC1CCCN1S(=O)(=O)c1cccs1)c1ccc(F)cc1 (configuration not stated)	1	-9	-6	5	-0.2	1	4	1	9
C/C(=N\NC(=O)CCC(=O)Nc1ccc(C)c(C)c1)c1cccs1	1	-4	2	-2	-1.8	-12	-1	3	6
CCOC(=O)C1=C(C)N(CCCC(=O)O)C(=O)NC1C(CC)CC (configuration not stated)	3	-6	-4	-2	0.3	7	12	1	2
CCN(CC(=O)NCc1cccs1)C(=O)COc1cccc(C(F)(F)F)c1	0	2	3	-2	-1.0	17	-2	1	-1
CCNC(=O)c1c(C)nc2ccccn12	-2	2	4	15	-0.1	2	4	1	3
CCN(CC(=O)NC(C)C)C(=O)c1cc(S(=O)(=O)N2CCCCC2)ccc1N1CCCCC1	-2	-6	-10	4	-0.9	11	3	0	4
O=C(N=C1SC2CS(=O)(=O)CC2N1c1ccc(Cl)c(Cl)c1)C1CCCO1 (configuration not stated)	-3	6	-21	3	3.2	4	-2	0	-1
CC1CCC(NC(=O)C2CCN(C(=O)Nc3ccccc3)CC2)CC1 (configuration not stated)	-2	-20	-9	6	1.2	-7	6	0	7
O=C(Nc1ccc(S(=O)(=O)Nc2cnc3ccccc3n2)cc1)c1cc(F)c(F)cc1Cl	-2	-2	2	-2	0.3	4	2	1	9
NS(=O)(=O)c1ccc(NC(=O)CN2CCN(S(=O)(=O)c3cccs3)CC2)cc1	-1	-3	-5	2	0.3	6	-2	1	3
CCOC(=O)c1[nH]c2ccc(OC)cc2c1NC(=O)OC	-4	-8	20	3	-0.1	-1	-6	3	14
N#Cc1ccc(OCCN2CCc3ccccc3C2)cc1	-3	7	3	-17	-2.0	14	-8	0	-3
COc1ccc(C(=O)N2CCC(C)(C(=O)O)C2)c(OC)c1 (configuration not stated)	0	-2	x	1	x	2	1	1	8
COc1ccc(C)cc1NC(=O)Nc1cccc(C(=O)O)c1	-4	2	5	7	-0.5	-3	3	0	9
COc1cccc(/C=N/NC(=O)c2csc(-n3nc(C)cc3C(F)(F)F)n2)c1	1	4	15	-7	-2.6	-4	5	0	4
CC(C)[C@H](N)c1nnc(SCC(=O)c2ccc(Cl)cc2)o1	-1	7	-2	-3	0.3	12	-4	1	-3
Cc1c(S(=O)(=O)N2CCCC(C(=O)O)C2)cnn1C (configuration not stated)	3	11	-9	-7	-3.1	5	-3	1	-8
Cc1cccc(N(CC(=O)NCCSc2ccccn2)S(=O)(=O)c2ccccc2)c1	1	13	0	-19	-0.9	9	-10	11	-7
Cc1ccc(-c2cc(C(=O)O)c3cc(Br)ccc3n2)o1	0	1	10	-3	0.2	-9	3	1	8
CCC(=O)c1ccc(OCC(=O)O)cc1	-1	15	9	3	-1.8	0	-1	6	6
Cc1nc(Cc2nnc(SC(C)C(=O)Nc3cccc(C#N)c3)o2)cs1 (configuration not stated)	3	-5	20	8	-0.2	-6	6	2	11
CCCCCCCOC1(c2ccccc2)OC(=O)c2ccccc21 (configuration not stated)	-3	0	22	-10	1.6	-4	-1	0	-2
N#Cc1cccc(Cn2cc(C(F)(F)F)ccc2=O)c1	5	-2	1	4	0.2	-2	1	0	5
CC1(C)CC(=O)C(N=Nc2ccc(S(=O)(=O)N3CCCCCC3)cc2)=C(O)C1	-4	5	14	1	-5.0	4	1	2	-2
Cc1ccc(N2CCN(C(=O)c3nn(C)c4c3CS(=O)(=O)c3ccccc3-4)CC2)c(C)c1	0	5	-3	-2	-0.4	-7	7	1	1

Next entries follow.
SMILES	M5 ag	M4 antag	CRFBP-R2 block	M4 PAM	CRFBP-R2 agonist	M5 antag	CHRM5 PAM	M4 ag	M1 PAM
O=C(O)/C=C/c1cnn(-c2ccccc2)c1	-1	1	7	-5	2.5	9	-3	0	6
CCOC(=O)c1sc(N(Cc2ccccc2)C(=O)COC(=O)c2ccccc2O)nc1C	-1	-18	7	2	-1.3	0	-7	-1	0
COc1ccc(/C=N/NC(=S)Nc2cccc(C(=O)O)c2)cc1	-2	5	-24	-2	-1.6	0	5	1	-7
C=CCC1(CC=C)CCCN1C(=O)C1CCC(=O)N(CCc2ccc(OC)cc2)C1 (configuration not stated)	-5	2	7	-5	0.7	4	0	5	4
CCOCC(=O)Nc1nnc(SCCOC)s1	0	-3	5	-2	6.5	0	-3	2	8
Cc1ccc(S(=O)(=O)Cc2cc(F)c([N+](=O)[O-])cc2[N+](=O)[O-])cc1	-4	10	15	-4	1.1	14	-5	3	5
COCCN(CCOC)Cc1cc(=O)oc2cc(C)c(Cl)cc12	1	1	x	3	x	-5	0	0	8
Cc1ccc(N(CC(=O)NCc2ccccc2)C(=O)CCC(=O)Nc2ccccn2)cc1	-1	-10	-13	4	-0.1	13	-7	8	9
CCCC(=O)c1cc2c(cc1NC(=O)c1cccs1)OCCO2	2	-3	13	1	1.0	4	6	0	8
CC(C)(C)OC(=O)N1CCN(C(=O)c2[nH]c(C(F)(F)F)nc2-c2ccccc2)CC1	0	-13	x	4	x	4	-5	0	2
Cc1cc(=O)oc2ccc(OC(=O)c3cccc(S(=O)(=O)N4CCOCC4)c3)cc12	-2	-8	13	-8	1.6	6	-9	10	2
COc1ccc(-c2cc(C(=O)N/N=C/c3cccnc3)c3ccccc3n2)cc1	-2	-1	-5	-6	-0.8	18	-8	7	-2
Cc1ccc(C(=O)Nc2ccncc2)cc1S(=O)(=O)N1CCCCC1	2	-8	-17	-8	-1.7	-5	-5	7	-3
